WT yeast gro inh: growth inhibition of WT yeast, mitochondrial fusion screen; actives 2.1% (n = 190,000); inhibition, % at 10 µM; AID 1362; mitochondrial fusion phenotypic screen, WT strain; in the data active = inhibition above about 58%; tested in S. cerevisiae
Lipid droplet: modulators of hepatic lipid droplet formation. AML12 mouse hepatocytes, oleate lipid droplets, BODIPY imaging. inhibition, % at 6.5 µM. actives 0.4% (n = 240,000). AID 1656;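 active = lipid droplet intensity inhibited by at least 50%, with more than 500 cells counted; inconclusive = wells with under 300 cells, treated as cytotoxic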
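Test system: AML12 hepatocytes (mouse); reagent: oleate loading, 100 µM; dosing: one dose, 6.5 µM compound; incubation: overnight exposure; signal: fluorescence imaging, 20x objective, two fields per well; read-out basis: % inhibition of corrected integrated BODIPY droplet signal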
M1AAP inhibition: malaria alanyl aminopeptidase activity blockers – biochemical, fluorogenic H-Leu-NHMec substrate, 1536-well (AID 1445). recombinant M1AAP, H-Leu-NHMec fluorogenic kinetic assay; higher % means a stronger effect. inhibition, % at 30 µM, or IC50 in µM where a hit was titrated. actives 0.42% (n = 220,000);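 active = primary inhibition above the hit cutoff, then over 50% inhibition at one or more dose response concentrations, cut at about 23% in these data, passing the limit was not always enough; inconclusive = conflicting primary data, or primary hits not chosen for dose response; inactive = low primary inhibition, or under 50% at every dose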;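 also: plate controls were DMSO full reaction for no effect and no enzyme background for full effect; strong numbers were not always called active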
Myeloid diff MLP: myeloid differentiation induction; ER-HoxA9 myeloid progenitors, lysozyme-GFP differentiation, flow cytometry; actives 1% (n = 360,000); calls only at 10 µM;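 active = normalized GFP-positive differentiation at or above the plate's own cutoff, the solvent-only control mean plus 3 SD; inconclusive = no clear call, values can overlap the other calls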;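 also: cells exposed to compound for four days before flow analysis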
human PMI inhibitors: MPI inhibition at elevated mannose 6-phosphate – biochemical, fluorescence intensity, high mannose 6-phosphate, primary screen (AID 1220). actives 0.66% (n = 190,000). inhibition, % at 20 µM; hits with a dose series show IC50 in µM. recombinant PMI enzyme, coupled fluorescence intensity; higher % means a stronger effect
PMI inhibitors: inhibitors of human PMI, primary screen, biochemical, fluorescence intensity, coupled assay (AID 1209) | purified PMI enzyme, coupled fluorescence intensity; higher % means a stronger effect | inhibition, % at 20 µM, or IC50 in µM where a hit was titrated | actives 0.42% (n = 190,000);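 also: plate controls were DMSO vehicle for no effect and wells lacking substrate for full effect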
CSM14.1 death rescue: protection against thapsigargin-triggered cell killing – 384-well, CSM14.1, ATP luminescence, primary screen (AID 1222). CSM14.1 thapsigargin-induced death rescue, ATP luminescence; higher % means a stronger effect. cellular ATP content (survival), % at 20 µM, or EC50 in µM where a hit was titrated. 190,000 tested, under 10 active;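 active = EC50 below 50 µM in the dose-response confirmation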;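 also: death triggered by thapsigargin at about 15 µM added after 2 h compound pretreatment; cell ATP read after overnight thapsigargin exposure of roughly 18 to 22 hours; normalized against plate controls of thapsigargin alone and 5% DMSO vehicle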
TNAP activation fold: human TNAP enzyme activators, primary screen, biochemical, luminescent, no phosphate acceptor, uHTS (AID 1001); purified TNAP, luminescent activation assay, no phosphate acceptor; higher activation fold means a stronger effect; activation fold at 20 µM; hits with a dose series show EC50 in µM; actives 0.03% (n = 200,000); in the data active = activation fold from about 3, or a potency from the dose series; inactive = the rest, 99 in 100 with activation fold below about 1.6; also: many of its hits are not listed in these tables
K1F lysis inhibition: inhibition of K1F phage lysis, E. coli UTI89, bacterial capsule biogenesis inhibitors, alamar blue (AID 488966). E. coli UTI89 K1F phage lysis, alamar blue, 2 h; higher % means a stronger effect. inhibition, % at 100 µM; hits with a dose series show IC50 in µM. actives 0.02% (n = 340,000);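 active = phage lysis inhibition, versus mean bacterial control, above a set limit; inconclusive = no clear call, values can overlap the other calls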;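 also: capsule biogenesis inhibitors block K1F phage lysis so surviving cells raise fluorescence; higher fluorescence means more inhibition of phage lysis; actives were called in the ten point dose series up to 300 µM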
WT yeast gro inh mutant strain: further read-out of WT yeast gro inh, marked with its call; inhibition, %; mitochondrial fusion phenotypic screen, mutant strain inhibition
Lipid droplet cells 6.5 µM: second read-out of Lipid droplet, no call of its own (marks repeat the call); cell count; measured here: cell count, cytotoxicity flag;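 cells counted across two imaged fields per well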
Myeloid diff MLP GFP+ MAC1+ %: further read-out of Myeloid diff MLP, marked with its call; GFP+ MAC1+ double positive, %; measured here: differentiation confirmed by MAC1 staining
Numbers without * were called inactive; i = inactive; ? = inconclusive; · = no result given; [ ] = another dose, or the depositor's remark. Rule as the data show it, unless noted: active = inhibition above about 50%; inactive = the rest.

Start of the listing, in advance (3 entries):
SMILES	WT yeast gro inh	WT yeast gro inh mutant strain	Lipid droplet	Lipid droplet cells 6.5 µM	M1AAP inhibition	Myeloid diff MLP	Myeloid diff MLP GFP+ MAC1+ %	human PMI inhibitors	PMI inhibitors	CSM14.1 death rescue	TNAP activation fold	K1F lysis inhibition
COc1cc(/C=C/C(=O)O)cc(S(=O)(=O)Nc2cccc(SC)c2)c1OC	-12	1	-1	628	10%	i	0.1	-1%	-9%	10%	1.1	1.9%
Cn1c(=O)c(C(=O)CCl)c(N)n(Cc2ccccc2)c1=O	4	-13	18	762	-3%	i	1.1	-15%	-13%	-3.2%	1.1	-0.3%
COc1ccc(CNC(=O)c2ccc(SC)cc2OC)cc1	-13	10	1	627	0%	i	0.4	1%	7%	5.7%	1.1	0.9%[50 µM]

This part in full, from the start:
SMILES	WT yeast gro inh	WT yeast gro inh mutant strain	Lipid droplet	Lipid droplet cells 6.5 µM	M1AAP inhibition	Myeloid diff MLP	Myeloid diff MLP GFP+ MAC1+ %	human PMI inhibitors	PMI inhibitors	CSM14.1 death rescue	TNAP activation fold	K1F lysis inhibition
COc1cc(/C=C/C(=O)O)cc(S(=O)(=O)Nc2cccc(SC)c2)c1OC	-12	1	-1	628	10%	i	0.1	-1%	-9%	10%	1.1	1.9%
Cn1c(=O)c(C(=O)CCl)c(N)n(Cc2ccccc2)c1=O	4	-13	18	762	-3%	i	1.1	-15%	-13%	-3.2%	1.1	-0.3%
COc1ccc(CNC(=O)c2ccc(SC)cc2OC)cc1	-13	10	1	627	0%	i	0.4	1%	7%	5.7%	1.1	0.9%[50 µM]
O=P(c1ccccc1)(c1ccccc1)c1nc(-c2ccccc2)oc1NCc1ccccc1	26	23	-20	635	9%	i	0.8	-6%	-3%	·	1.1	-0.2%
O=C(O)CCS(=O)(=O)c1ccccc1Cl	-3	-16	1	697	-2%	i	0.2	6%	-2%	-0.9%	1.1	-0.3%
COc1cc2[nH]c(=S)n(CCCN3CCOCC3)c(=O)c2cc1OC	-2	-30	-2	752	-15%	i	4.3	7%	8%	-1.6%	1.1	-0.1%[50 µM]
COc1cccc(OCC(=O)Nc2ccccc2-c2ccccc2)c1	41	14	10	641	·	i	0.2	11%	24%	-0.2%	1	·
Cc1ccc(N2NC(=O)/C(=C/C=C/c3ccco3)C2=O)cc1C	0	-2	14	759	12%	i	0.2	-18%	-27%	-2.3%	0.9	-0.3%
O=c1sc(Nc2ccccc2)nc2ccccc12	-8	-4	9	666	2%	i	0.2	·	·	0.6%	1.1	0.0%
Cc1ccc(CCCOC(=O)C[N+]2(C)CCCCC2)cc1	1	0	3	752	19%	i	0.5	19%	19%	-1.9%	1.1	0.6%
CC(=O)Nc1ccc(N(C)C)cc1[N+](=O)[O-]	-5	0	·	·	20%	i	1.8	12%	1%	-0.9%	1	0.0%
CC1CC(C)(C)NC(=S)N1CC(=O)NCc1ccc(F)cc1 (stereo unspecified)	-5	9	6	678	1%	·	·	4%	2%	-0.7%	1.1	1.1%
CN1CCN(Cc2ccc(OCc3ccccc3)cc2)CC1	10	6	·	·	6%	i	8.3	-5%	-3%	0.8%	1.2	0.4%
CN1CC(c2ccccn2)C2(SC(=S)N(Cc3ccccc3)C2=O)C12C(=O)Nc1ccccc12 (stereo unspecified)	5	38	·	·	3%	i	7.3	15%	29%	-1.0%	1	0.7%
Cc1cc(C)c2cc3c(N)c(C(=O)N4CCc5ccccc5C4)sc3nc2c1	-2	12	-3	610	11%	i	1.6	8%	12%	1.5%	0.9	4.0%
CCc1nc(SCC(=O)Nc2nc3c(s2)CCCC3)c2ccccc2n1	-26	-17	·	·	9%	i	1.0	3%	9%	-0.5%	1.1	-0.1%
N#Cc1nc(-c2ccccc2)oc1NCc1ccco1	6	-15	12	685	11%	i	2.7	15%	18%	-1.9%	1	-0.2%
Fc1ccc(NC(=S)Nc2nccs2)cc1	73	73	3	683	3%	i	0.6	5%	2%	0.0%	1	1.2%
CCC1C(=O)Nc2ccccc2N1C(=O)c1ccc(Cl)nc1 (stereo unspecified)	-8	10	-6	705	3%	i	0.3	-14%	-30%	-1.0%	1	1.2%
O=C(NCCc1ccc2c(c1)OCCO2)c1ccccc1F	12	14	8	636	-3%	i	0.8	-10%	-5%	-9.0%	1.2	-0.1%[50 µM]
Clc1ccc(Nc2nc(C3CC3)cs2)cc1	41	48	·	·	-6%	i	2.8	10%	11%	-1.9%	1.1	-1.1%
CSc1ccccc1NC(=O)Nc1ccccc1Cl	·	·	-1	702	4%	i	0.3	·	·	·	·	-0.1%
COc1ccc(NC(=O)c2nc(C)c(C3(C)CC(c4ccccc4)=NO3)s2)cc1 (stereo unspecified)	·	·	-12	557	6%	?	·	·	·	·	·	0.9%
CC(=O)N1c2ccccc2C2(O)N=C(C)SC12 (stereo unspecified)	5	9	-2	689	8%	i	0.7	53%*	60%*	-0.6%	1	0.0%
COc1ccc(CNC(=O)CSc2nnc(-c3cccnc3)n2N)cc1	-7	2	-4	664	8%	i	0.6	10%	-1%	0.0%	1.2	0.2%
COCCNC(=O)Cn1cc(C(=O)c2cccs2)c2ccccc21	-11	-10	·	·	14%	i	1.8	·	·	·	·	0.1%
COc1ccc(OC)c(NC(=O)c2cc3c(Cl)nc4ccccc4c3s2)c1	-36	-26	-4	640	-3%	i	0.3	15%	26%	-0.4%	1	1.1%[50 µM]
CCN1CN(CCc2ccccc2)CNC1=S	0	1	15	602	-2%	i	0.3	-4%	5%	4.0%	1	1.4%[50 µM]
CSc1nc(N)nc(SCC(=O)CC(=O)OC(C)C)c1C#N	2	-1	4	677	6%	i	2.5	6%	14%	-2.2%	1.2	0.0%
CC(C)N(C(=O)CN1C(=O)NC2(CCCCCC2)C1=O)C(C)C	51	17	9	848	-2%	i	0.8	-2%	5%	-3.8%	1.1	0.0%
CC(C)CN(CC(C)C)C(=O)CCCC(=O)N(CC(C)C)CC(C)C	14	5	0	695	1%	i	0.3	-7%	-8%	0.0%	1.1	3.8%
CCn1c(SCc2nc3ccccc3[nH]2)nnc1-c1ccc(OC)cc1	6	-5	·	·	6%	i	8.3	3%	7%	-1.2%	1.1	0.3%
CCC/C(=N\NC(=O)Cc1csc(N2CCOCC2)n1)c1ccccc1	-5	-40	9	682	7%	i	0.1	0%	-4%	0.1%	1.1	0.1%
O=C(NCC(c1cccnc1)N1CCOCC1)NC1CCCCC1 (stereo unspecified)	-4	-14	2	713	11%	i	0.0	-3%	-4%	-2.3%	1	2.7%
COc1ccc(NC(=O)C(=O)N/N=C/c2cccnc2)c(OC)c1	-5	-14	·	·	4%	i	4.5	-7%	-10%	-1.4%	1.1	0.2%
O=c1c(Cl)c(NCc2ccccc2Cl)cnn1C12CC3CC(CC(C3)C1)C2	35	-3	19	663	7%	i	0.3	14%	18%	-0.6%	1	5.1%
COCCn1nnnc1C(c1cccs1)N1CCCC(C)C1 (stereo unspecified)	-9	-4	-2	720	-4%	i	0.7	5%	9%	0.9%	1	0.0%
CCOC(=O)C1=C(C)Nc2ccccc2N=C1NC(=O)Cc1ccc(OC)cc1	-13	-12	0	657	-1%	i	1.5	-3%	1%	0.2%	1.1	0.3%
COc1ccc(NC(=S)NCCN2CCOCC2)cc1	2	-4	1	739	1%	i	0.7	-3%	-7%	-1.5%	1.1	-0.2%
CN(C)C(=O)c1ccccc1-c1ccccc1	7	16	0	696	-5%	i	0.6	9%	9%	-3.1%	1.1	7.8%
CC(C)NC(=O)C1(c2ccccc2)CC1(Cl)Cl (stereo unspecified)	-35	12	-1	643	-4%	i	0.0	-5%	0%	-1.0%	1.1	0.3%
CCOc1cc(C2CC(=O)NC3=C2C(=O)C(C(=O)OC)C(C)C3)cc(Br)c1O (stereo unspecified)	6	20	·	·	1%	i	1.4	28%	12%	-0.3%	1	0.2%
CCOc1ccccc1Nc1nc(N)nc(CN2CCCCC2C)n1 (stereo unspecified)	-8	-11	-9	671	1%	i	0.4	·	·	0.2%	1.1	0.2%
COc1cccc(CNC(=O)C2CCCN(c3nn4c(=O)cc(C)nc4s3)C2)c1 (stereo unspecified)	4	8	-4	705	3%	i	0.6	-10%	-3%	-5.5%	1.1	0.8%
COC(=O)[C@@H]1C[C@H]2CC[C@H](O)C[C@H]2N1Cc1ccc(N2CCN(C)CC2)cc1	·	·	7	716	-1%	i	0.4	·	·	·	·	2.3%
COc1cccc(CN(CC2CCCO2)S(=O)(=O)c2ccc(S(=O)(=O)N(C)C)cc2)c1 (stereo unspecified)	3	1	2	793	6%	i	1.4	15%	15%	0.2%	1	-1.5%
Cc1nnc(SCC(=O)Nc2ccc(Cl)cn2)s1	-13	8	2	583	2%	i	0.6	3%	18%	-0.5%	1.1	2.1%[50 µM]
O=C(CN1CCCC1)Nc1ccc(Br)cc1	-2	6	11	705	-2%	i	0.4	-16%	-12%	-2.2%	1.1	-0.3%
CCN1C(=O)c2cccc3cccc1c23	-3	-2	8	755	-1%	i	2.9	34µM*	32µM*	-1.5%	1.1	2.1%
Cc1ccc(NC(=O)C(c2ccc(Cl)cc2Cl)N2CCCC2)cc1 (stereo unspecified)	26	-8	-1	628	6%	i	0.9	2%	12%	-0.1%	1.1	2.0%
(list continues)
SMILES	WT yeast gro inh	WT yeast gro inh mutant strain	Lipid droplet	Lipid droplet cells 6.5 µM	M1AAP inhibition	Myeloid diff MLP	Myeloid diff MLP GFP+ MAC1+ %	human PMI inhibitors	PMI inhibitors	CSM14.1 death rescue	TNAP activation fold	K1F lysis inhibition
Cc1ccc(/C(O)=C2/C(=O)C(=O)N(CCN3CCOCC3)C2c2cccs2)cc1 (stereo unspecified)	12	-18	·	·	-1%	i	7.3	-1%	-3%	3.6%	1	5.4%
O=C(CN1CCC(n2cnc3cc(F)ccc32)CC1)Nc1ccccc1Br	11	9	9	651	3%	i	0.6	6%	8%	-1.2%	1	0.3%
COc1ccc(Cl)cc1NC(=O)c1cccc(NC(=O)CCC(=O)O)c1	-5	-13	8	641	13%	i	0.5	-8%	-7%	0.2%	1.1	1.4%
CCn1c(=O)n(CC(=O)N2CC(C)CC(C)C2)c(=O)c2ccccc21 (stereo unspecified)	15	1	·	·	2%	i	2.0	-4%	-4%	-0.7%	1.1	6.9%

Bioassay records (PubChem BioAssay)
